Mac1 fbg enh – enhancers of human CD11b/CD18 binding to fibrinogen; P05107+P11215; K562 CD11b/CD18 adhesion to fibrinogen, ATPlite luminescence; activation, % at 10 µM; hit rate 0.07% among 93,000; AID 1499;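 active means 10 µM primary screen giving 50% or more activity, confirmed by 40% or more on retest at that dose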; further: strong numbers were not always called active
Target sequence (P05107 whole entry, looked up, other chains not shown): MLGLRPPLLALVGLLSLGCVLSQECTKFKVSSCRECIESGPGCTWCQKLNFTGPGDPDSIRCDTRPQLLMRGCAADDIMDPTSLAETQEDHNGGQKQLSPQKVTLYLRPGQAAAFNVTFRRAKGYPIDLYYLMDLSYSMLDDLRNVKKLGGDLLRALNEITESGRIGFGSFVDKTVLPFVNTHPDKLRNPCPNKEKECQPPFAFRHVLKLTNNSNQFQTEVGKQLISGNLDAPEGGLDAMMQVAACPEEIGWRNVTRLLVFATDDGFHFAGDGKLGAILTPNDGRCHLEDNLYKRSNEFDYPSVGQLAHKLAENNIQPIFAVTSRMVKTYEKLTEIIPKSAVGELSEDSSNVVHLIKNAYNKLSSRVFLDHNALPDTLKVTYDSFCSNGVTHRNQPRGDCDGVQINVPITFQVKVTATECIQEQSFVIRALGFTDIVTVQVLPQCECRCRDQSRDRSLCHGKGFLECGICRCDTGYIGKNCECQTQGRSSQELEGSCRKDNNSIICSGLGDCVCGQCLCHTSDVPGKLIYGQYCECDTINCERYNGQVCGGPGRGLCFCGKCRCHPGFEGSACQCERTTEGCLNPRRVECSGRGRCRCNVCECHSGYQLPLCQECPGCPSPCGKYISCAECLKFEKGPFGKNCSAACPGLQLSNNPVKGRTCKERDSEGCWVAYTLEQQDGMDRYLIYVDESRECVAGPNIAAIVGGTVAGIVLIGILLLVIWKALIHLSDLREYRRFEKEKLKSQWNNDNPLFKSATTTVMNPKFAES
ERa SRC1 pot – ER-alpha (human) coactivator binding potentiation. P03372. TR-FRET ERalpha-LBD/SRC-Cy5 coactivator binding, 2 h; 100 = basal binding, no effect. coactivator binding (% of control), % at 25.6 µM. hit rate 1.3% among 86,000. AID 639; in the data active means activity above about 200%;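 further: binding measured in presence of low estradiol as agonist stimulus; 0% = peptide alone without receptor and 100% = receptor with peptide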
HIV Rev-RRE inh – HIV Rev-RRE protein-RNA interaction inhibition | hit rate 0.79% among 97,000 | Rev peptide-RRE RNA binding, FRET | inhibition, % at 8 µM | P05866;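 active means inhibition above the screen-wide mean plus 3 SD, cut at about 35% in these data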;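 further: 0% = median DMSO wells and 100% = median Neomycin B control wells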
Target sequence (P05866 whole entry, looked up): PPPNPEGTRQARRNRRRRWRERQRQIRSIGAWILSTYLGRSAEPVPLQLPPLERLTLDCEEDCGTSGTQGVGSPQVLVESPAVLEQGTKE
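assay system = Cy5-tagged RRE RNA duplex with fluorescein-tagged Rev peptide | incubation = 5 + 15 min at 25 °C | also added = labelled Rev peptide | measure = % inhibition of FRET ratio versus controls | benchmarks = DMSO wells as 0% and neomycin B wells as 100% inhibition | measured by = FRET fluorescence readout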
ERb SRC1 inh – ER-beta (human) coactivator binding inhibition; TR-FRET ER-beta LBD / SRC1-Cy5 peptide binding; receptor agonist-loaded with 1 µM estradiol; hit rate 1.3% among 86,000; Q92731; inhibition, % at 25.6 µM;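 active means compounds whose percent inhibition of the receptor-coactivator binding signal exceeds about 50% in the single-dose screen, limit read from the data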;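 further: 0% = receptor plus peptide wells without compound and 100% = peptide-only wells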
ERa SRC1 inh – blocks coactivator binding to human estrogen receptor alpha; P03372; TR-FRET ER-alpha LBD / SRC-1 peptide, estradiol-bound; inhibition, % at 25.6 µM; hit rate 1.7% among 86,000; AID 629; in the data active means inhibition above about 50%;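 further: 0% = receptor plus peptide control and 100% = peptide only without receptor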
PLK1 PBD inh – blocks phosphopeptide binding to human Plk1 polo box domain. Plk1 PBD phosphopeptide binding, fluorescence polarization. inhibition, %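 (tested at about 20 µM)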. hit rate 0.13% among 97,000. AID 693; in the data active means inhibition above about 34%, passing the limit was not always enough
Mac1 fbg inh – blocks human CD11b/CD18 adhesion to fibrinogen | P05107+P11215 | AID 1497 | hit rate 0.54% among 93,000 | K562 CD11b/CD18 adhesion to fibrinogen, ATPlite luminescence; Mn2+ added to activate the integrin | inhibition, % at 10 µM;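 active means primary inhibition of 50% or more at 10 µM, then 40% or more on retest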; further: some results filed as inactive read as strong as hits
PLK1 kinase inh – blocks human PLK1 kinase activity. hit rate 0.53% among 97,000. P53350. inhibition, % at 10 µM. recombinant PLK1 kinase, TR-FRET peptide phosphorylation. AID 619;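 active means inhibition of 50% or more in the single-concentration screen; inactive means inhibition below 50%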;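 further: 0% = DMSO max control and 100% = H-89 dihydrochloride min control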
FAK blocker – FAK (human) kinase inhibition; Q05397; biochemical FAK kinase activity assay; inhibition, %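 (tested at 7 µM)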; hit rate 0.84% among 97,000; in the data active means inhibition above about 19%;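 further: 0% = DMSO and 100% = reference compound high control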
* marks the source's active call; other numbers are inactive results; nt = not tested or not shown; [ ] = dose if it differs, or a comment.

SMILES	Mac1 fbg enh	ERa SRC1 pot	HIV Rev-RRE inh	ERb SRC1 inh	ERa SRC1 inh	PLK1 PBD inh	Mac1 fbg inh	PLK1 kinase inh	FAK blocker
O=C(Cc1ccccc1)NCCCc1ccccc1	-2	90[fluorescence artefact?]	-7	-4	0	14	2	11	0
COc1cc(C(=O)Nc2ccc3c(c2)OCCO3)ccc1-n1cnnn1	-4	93	-2	35[fluorescence artefact?]	15[fluorescence artefact?]	2	-2	-10	4
CCN(CC)CCCNC(=O)c1cc2c(-c3ccc(Cl)cc3)nn(C)c2s1	8	175[fluorescence artefact?]	12	4[fluorescence artefact?]	-7[fluorescence artefact?]	4	5	-6	1
CCOC(=O)CN(C(=O)CNC(=O)c1ccco1)C(C(=O)NC1CCCCC1)c1cccc(OC)c1 (stereo not drawn)	0	107	nt	4	-5	nt	-15	nt	nt
O=C(CCN1C(=O)c2ccccc2C1=O)N1CCN(Cc2ccccc2)CC1	nt	119	4	4	27	-14	nt	-11	-2
O=C(/C=C/c1ccco1)NC(=S)Nc1cccc(-c2nc3ccccc3s2)c1	nt	nt	-2	nt	nt	12	nt	5	-2
COc1cccc(-n2c(Cc3cc(=O)[nH]c(=O)[nH]3)nnc2SCC(=O)Nc2ccccc2)c1	1	135	2	-5	-11	-3	-8	-9	-1
CCN1C(=O)CSc2ccc(C(=O)NCCCN3CCOCC3)cc21	-6	96	1	12	8	-11	7	-19	-2
Cc1ccc(Cn2nnc3c(=O)[nH]c(C4CCCN(S(=O)(=O)c5ccccc5)C4)nc32)cc1 (stereo not drawn)	-3	88	-1	1[fluorescence artefact?]	4	-6	-8	-8	1
Cc1ccc(NC(=O)N/C=C/c2ccc(Cl)cc2)cc1	0	nt	8	nt	nt	0	11	-8	3
CCOC(=O)N1CCC2(CC1)C(C(=O)C13CC4CC(CC(C4)C1)C3)C2(C#N)C#N (stereo not drawn)	-2	115[fluorescence artefact?]	10	-13	-6	0	2	5	0
O=c1[nH]c(CN2CCN(Cc3ccccc3)CC2)nc2sc3c(c12)CCC3	nt	88	13	-2[fluorescence artefact?]	6	-17	nt	-1	-1
CCC(=O)N1CC(C)C(=O)Nc2ccccc21 (stereo not drawn)	-2	110	4	25	-7	-6	-6	-6	0
CN(CCNC(=O)C1CCN(S(=O)(=O)c2cnc[nH]2)CC1)Cc1ccccc1	-5	114[fluorescence artefact?]	4	-10	-1	-7	5	4	-3
O=c1cc(-c2ccncc2)oc2ccccc12	-4	111	11	-2[fluorescence artefact?]	8	-10	20	24	5
CCOC(=O)c1sc(NC(=O)C2CC2)nc1C	4	118	2	-8	-1	10	4	11	6
COc1cccc(N=Nc2c(=O)[nH]n3c(=O)cc(C)[nH]c23)c1	-1	nt	3	nt	nt	4	2	11	-1
CN(C)c1ccc(C(c2nnnn2C2CCCCC2)N2CCN(C(=O)c3ccco3)CC2)cc1 (stereo not drawn)	nt	124	-2	12	7	9	nt	-8	2
CCOC(=O)N1CCC(NC(=O)C2CCCN(C(=O)N3CCOc4ccccc43)C2)CC1 (stereo not drawn)	1	118	nt	-9	-7	nt	0	nt	nt
O=S(=O)(c1ccc(Br)s1)N1CCc2ccccc2C1	nt	nt	10	nt	nt	-8	nt	-8	-1
CCOc1ccc(CC2c3cc(OCC)c(OCC)cc3CCN2C(=O)c2cc(OC)c(OC)c(OC)c2)cc1OCC (stereo not drawn)	0	nt	-3	nt	nt	9	9	2	-4
c1ccc(Nc2nn[nH]n2)cc1	-1	127	nt	2	-8	nt	-7	nt	nt
Cc1ccc(S(=O)(=O)N(CC(O)CN2CCCC2)c2ccccc2)cc1 (stereo not drawn)	4	89	3	7	-5	1	4	-1	0
c1ccc(C(c2ccccc2)N2CCN(c3ccc4ccccc4n3)CC2)cc1	6	106	16	-11	0	-28	-10	-20	0
CCC(C)NC(=O)CS(=O)Cc1nc(-c2cccc(C)c2)oc1C (stereo not drawn)	0	120	4	-10	-11	-9	1	-19	3
C1CCC(Nc2nnnn2C2CCCCC2)CC1	-3	98	0	-7	-25	0	1	3	2
Cc1ccc(-c2nc3ccccc3n2C)o1	-7	109	8	-7	-8	3	0	-14	2
Cc1cccc(Nc2nc(N3CCCCC3)nc(N3CCCCC3)n2)c1	nt	101	12	2[fluorescence artefact?]	1	0	nt	-6	0
CCNc1ccc(C(=O)OCC)cc1NC(=O)c1cc(S(=O)(=O)N2CCOCC2)ccc1C	3	110	5	8	-4	-6	4	0	-1
CCN(CC)c1ccc(-c2nn3c(-c4n[nH]c5c4CCC5)nnc3s2)cc1	3	152[fluorescence artefact?]	20	-2	9	4	68	-8	8
Cc1cc(-n2ccc(=O)[nH]c2=O)nc(-c2ccccc2)n1	-1	114	7	9	8	21	-2	-4	-3
COC(=O)c1ccsc1NC(=O)C1COc2ccccc2O1 (stereo not drawn)	-2	105	12	-4	-8	6	-8	-23	5
CCN(CCCCN1C(=O)c2ccccc2C1=O)c1ccc2c(c1)C(=O)N(C)C2=O	-3	68[fluorescence artefact?]	nt	42[fluorescence artefact?]	46[fluorescence artefact?]	nt	2	nt	nt
CC(O)c1nc2ccccc2n1Cc1nnc(-c2ccc(Cl)cc2)o1 (stereo not drawn)	2	120	4	-2	-4	2	-11	-3	2
O=C(C1CC1)N1CCc2cc(Br)cc(S(=O)(=O)NC3CCCCC3)c21	-1	92	nt	3[fluorescence artefact?]	7[fluorescence artefact?]	nt	0	nt	nt
COC(=O)c1cc(OC)c(OC)cc1NC(=O)CN1CCOCC1	-1	128	-6	-7	-7	-21	-1	-7	1
CS(=O)(=O)N(CC(=O)N1CCc2ccccc2C1)c1ccc2c(c1)OCO2	2	88	4	29	-2[fluorescence artefact?]	-17	4	-4	-1
Cc1nnc(NC(=O)c2ccc3ccccc3c2)o1	-3	100	8	-30	-28	2	-8	-5	0
Cc1ccc2cccc(S(=O)(=O)N3CCN(c4ccccc4F)CC3)c2n1	nt	nt	14	nt	nt	-8	nt	-6	0
O=c1c2[nH]c3ccc(F)cc3c2ncn1CCCN1CCOCC1	6	107	6	50	-10	-16	2	-6	-1
Cc1ccc(C)c(S(=O)(=O)Nc2ccc3scnc3c2)c1	-3	74	5	-10	12	-2	10	-6	3
CN(C)c1ccc(CN(C)C2CCCCC2)cc1	0	109	-1	-6	1	-25	-8	-11	2
COCCNc1ncnc2c1cnn2-c1ccc(Cl)cc1	nt	100	-4	-7	10	13	nt	4	-1
CC(=O)Oc1ccc(/C=c2\sc3ncnn3c2=O)cc1	nt	91	5	21	7	-5	nt	6	-4
CCOC(=O)NC(NCc1ccccc1Cl)(C(F)(F)F)C(F)(F)F	0	nt	12	nt	nt	6	-7	-13	0

Arranged by length of the SMILES (ascending): part of the list above.
SMILES	Mac1 fbg enh	ERa SRC1 pot	HIV Rev-RRE inh	ERb SRC1 inh	ERa SRC1 inh	PLK1 PBD inh	Mac1 fbg inh	PLK1 kinase inh	FAK blocker
CN(C)c1ccc(CN(C)C2CCCCC2)cc1	0	109	-1	-6	1	-25	-8	-11	2
Cc1nnc(NC(=O)c2ccc3ccccc3c2)o1	-3	100	8	-30	-28	2	-8	-5	0
Cc1ccc(C)c(S(=O)(=O)Nc2ccc3scnc3c2)c1	-3	74	5	-10	12	-2	10	-6	3
COC(=O)c1cc(OC)c(OC)cc1NC(=O)CN1CCOCC1	-1	128	-6	-7	-7	-21	-1	-7	1
Cc1cc(-n2ccc(=O)[nH]c2=O)nc(-c2ccccc2)n1	-1	114	7	9	8	21	-2	-4	-3
CC(O)c1nc2ccccc2n1Cc1nnc(-c2ccc(Cl)cc2)o1 (stereo not drawn)	2	120	4	-2	-4	2	-11	-3	2
CCOC(=O)NC(NCc1ccccc1Cl)(C(F)(F)F)C(F)(F)F	0	nt	12	nt	nt	6	-7	-13	0
Cc1ccc2cccc(S(=O)(=O)N3CCN(c4ccccc4F)CC3)c2n1	nt	nt	14	nt	nt	-8	nt	-6	0
O=C(C1CC1)N1CCc2cc(Br)cc(S(=O)(=O)NC3CCCCC3)c21	-1	92	nt	3[fluorescence artefact?]	7[fluorescence artefact?]	nt	0	nt	nt
CS(=O)(=O)N(CC(=O)N1CCc2ccccc2C1)c1ccc2c(c1)OCO2	2	88	4	29	-2[fluorescence artefact?]	-17	4	-4	-1
CCN(CCCCN1C(=O)c2ccccc2C1=O)c1ccc2c(c1)C(=O)N(C)C2=O	-3	68[fluorescence artefact?]	nt	42[fluorescence artefact?]	46[fluorescence artefact?]	nt	2	nt	nt

Next compounds
SMILES	Mac1 fbg enh	ERa SRC1 pot	HIV Rev-RRE inh	ERb SRC1 inh	ERa SRC1 inh	PLK1 PBD inh	Mac1 fbg inh	PLK1 kinase inh	FAK blocker
CC(C)C(c1nnnn1Cc1cccs1)N1CCN(C2CCCC2)CC1 (stereo not drawn)	-4	108	-1	5[fluorescence artefact?]	0	16	-8	-21	2
Cc1cc(C)nc(SCc2cccc(C(=O)O)c2)n1	3	114	5	-6	-13	-25	1	-2	-2
CCNc1nc(Cl)nc(N(NC(C)=O)C(C)CC)n1 (stereo not drawn)	3	98	4	-9	-6	-13	-37	-10	0
CCOC(=O)N1CCN(C(=O)CN(c2cccc(OC)c2)S(C)(=O)=O)CC1	-3	104	10	-3	-1	-24	-4	1	-1
CC(=O)NC12CC3CC(C1)CC(C(=O)OCC(=O)Nc1ncc(Cl)c(C)c1Cl)(C3)C2	1	49[fluorescence artefact?]	nt	60*	74*[fluorescence artefact?]	nt	-15	nt	nt
CCOc1ccc(C(=O)Nc2cccc(-c3cc4ccccc4oc3=O)c2)cc1[N+](=O)[O-]	nt	nt	-4	nt	nt	-15	nt	-15	30*
CCOc1cc(NC(=O)C2CC2)c(OCC)cc1NC(=O)c1cccnc1	1	104[fluorescence artefact?]	nt	12	-8	nt	-1	nt	nt
CC(=O)N1CCN(S(=O)(=O)c2ccc(C)cc2)C1c1ccc(N(C)C)cc1 (stereo not drawn)	1	117	1	-5	-3	17	-4	-5	-4
COc1ccc(NC(=O)c2cc(OC)c(OC)c(OC)c2)cn1	4	110	4	-21	-24	-15	-10	15	1
COC(=O)Cc1cc(=O)oc2c(C)c(O)ccc12	0	nt	8	nt	nt	-14	-7	-26	-1
COCCCNC(NC(=O)c1ccc(C)cc1)C(Cl)(Cl)Cl (stereo not drawn)	nt	nt	0	nt	nt	9	nt	-8	0
CCCCn1c(N)c(N(CC)C(=O)c2ccc3c(c2)S(=O)(=O)c2ccccc2C3=O)c(=O)[nH]c1=O	-4	100	4	-6	-8	-9	-4	2	-3
C=CCNc1nc(NCC)nc(N2CCOCC2)n1	nt	105	9	-1	-2	-11	nt	-1	2
Nc1c(Nc2ccccc2)c2ccccc2oc1=O	2	111[fluorescence artefact?]	0	-33[fluorescence artefact?]	-35[fluorescence artefact?]	-12	-12	-6	-1
O=C1c2ccccc2C(=O)N1CCN1CCCCC1	-2	107	6	1	-1	11	8	-12	-4
